GLP1R cytotox = cytotoxicity in counter-screen for GLP-1R inverse agonists | Potency, µM (series often up to 38.3 µM), inactives show top-dose activity change, negative = inhibition, most hits filed as inhibitors | HEK293 cAMP-luciferase reporter cells, luminescence, 24 h | hit rate 0.13% among 410,000;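 also: loss of luciferase light is scored as toxicity; potency is read from the fitted curve at half-maximal effect; % is scaled to controls: 0 for no effect and ±100 for the full control effect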
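Compound-treated cells are incubated 24 hr at 37 deg C under 5% CO2 after a 12 hour attachment period, then luciferase detection reagent is added and luminescence is measured following 12 min at room temperature; lowered signal indicates toxicity.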
IL-1B inflam inh = blocks inflammasome-driven IL-1 beta release; hit rate 4.7% among 360,000; THP-1 LPS/ATP IL-1B secretion, AlphaLISA, 16 h; active compounds read low; activity change, % at 57.5 µM; in the data active = activity change below about -50%; inconclusive = mostly about -30% to -49%; also: % is scaled to controls: 0 for no effect and ±100 for the full control effect
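Secreted IL-1B measured by AlphaLISA bead assay after 16 h compound exposure of THP-1 cells; compounds (final up to 57.5 uM) added 1 h before LPS (250 ng/mL) and ATP (1.25 mM) stimulation; lower signal means less secretion.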
HT1080 IDH1KD tx = toxicity to HT-1080 IDH1 knockdown cells (counter line); HT-1080 IDH1 knockdown viability, ATP luminescence, 48 h; Potency, µM (doses to about 46.1 µM), without a hit: at the highest dose activity, negative = toxicity, hits mostly cytotoxic; hit rate 2% among 360,000; AID 686971;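 also: potency is read from the fitted curve at half-maximal effect; 0% = DMSO wells and -100% = cell-free medium wells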
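Using the IDH1-knockdown HT-1080 line run in the same batch and compound series as the NT line, viability after 48 h at 37 °C was determined by CellTiter-Glo luminescence and expressed as % activity.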
KB-V1 MDR tox = KB-V1 MDR subline cytotoxicity | AID 1347076 | KB-V1 MDR cells viability, CellTiter-Glo, 72 h | hit rate 3.4% among 400,000 | Potency, µM (series often up to 46.1 µM), for inactives: at the highest dose activity change, negative = cytotoxicity, most hits filed as cytotoxic; also: potency is read from the fitted curve at half-maximal effect; % is scaled to controls: 0 for no effect and ±100 for the full control effect; nearly all actives have a fitted effect of over 60% in size
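Readout: CellTiter-Glo luminescence, 10 min after addition. Cells: KB-V1 MDR subline, 72 h at 37 degrees C with compound. Analysis: corrected, normalized data fitted to concentration-effect curves.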
SW480 rerep = induces DNA re-replication in SW480 colon adenocarcinoma cells; Potency, µM (highest dose often 46.1 µM), inactives show top-dose re-replication activation, most hits filed as activators; SW480 DNA re-replication, Hoechst DNA content imaging, 48 h; AID 624297; hit rate 1.8% among 340,000; also: potency is read from the fitted curve at half-maximal effect; % of control where 0% means no effect; nearly all actives have a fitted effect of over 55% in size
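Per well, 250 cells were exposed to pinned compound for 48 hr. Nuclear DNA was visualised with Hoechst (40 min, 37 C) and total object intensity recorded by fluorescence scanning.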
MCF10A rereplic = induces DNA re-replication in MCF 10a normal breast cells; hit rate 2.9% among 350,000; Potency, µM (highest dose often 46.1 µM), inactives show top-dose activity, positive = re-replication, usual class: activators; AID 624296; MCF 10A DNA re-replication, Hoechst nuclear intensity, 48 h; also: potency is read from the fitted curve at half-maximal effect; % of control where 0% means no effect; nearly all actives have a fitted effect of over 50% in size
HT1080NT lethal = kills 2HG-producing HT-1080-NT fibrosarcoma cells. HT-1080-NT fibrosarcoma viability, CellTiter-Glo ATP luminescence, 48 h. Potency, µM (doses to about 46.1 µM), without a hit: at the highest dose activity, negative = less viability, hits mostly cytotoxic. hit rate 1.6% among 360,000. AID 686970;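 also: NT is the 2HG producing partner of a matched IDH1 knockdown line; potency is read from the fitted curve at half-maximal effect; 0% = DMSO-treated cells and -100% = media-only wells without cells; nearly all actives have a fitted effect of over 55% in size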
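750 cells/well, RPMI + 5% FBS; 2 h settle, compound pin-transfer, 48 h at 37 degrees C. CellTiter-Glo 10 min RT, luminescence. Normalized to DMSO and media-only wells.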
DRD3 agonist = activates the human D3 dopamine receptor. max activation, %. hit rate 0.58% among 410,000. D3R DiscoveRx beta-arrestin cells, luminescence, 90 min. P35462. AID 652048; in the data active = max activation above about 30%; also: 0% is about no effect; mostly tested at two doses, the higher about 12 µM
Target sequence (P35462 whole entry, looked up): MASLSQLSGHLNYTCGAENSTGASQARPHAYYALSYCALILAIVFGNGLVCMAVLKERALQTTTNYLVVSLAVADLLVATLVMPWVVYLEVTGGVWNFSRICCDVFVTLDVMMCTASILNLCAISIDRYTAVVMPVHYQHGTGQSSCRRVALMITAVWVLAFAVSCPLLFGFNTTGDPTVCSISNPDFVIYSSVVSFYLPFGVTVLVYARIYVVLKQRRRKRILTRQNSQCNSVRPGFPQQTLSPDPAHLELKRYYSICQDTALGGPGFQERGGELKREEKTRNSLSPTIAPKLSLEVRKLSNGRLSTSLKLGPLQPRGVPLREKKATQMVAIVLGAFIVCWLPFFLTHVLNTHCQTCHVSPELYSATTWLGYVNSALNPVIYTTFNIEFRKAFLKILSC
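Agonist-mode cell screen: cells plated at 1500/well and incubated overnight at 37 °C, then exposed to library compounds for 90 min at 37 °C. Detection reagent was added for 30–60 min at room temperature, and luminescence was read.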
KB-3-1 tox = kills parental KB-3-1 adenocarcinoma cells. Potency, µM (titrated, usually from 46.1 µM), for the others: at the top dose activity change, negative = cytotoxic, most hits filed as cytotoxic. KB-3-1 viability, CellTiter-Glo ATP luminescence, 72 h. AID 1347075. hit rate 1.4% among 400,000; also: potency is read from the fitted curve at half-maximal effect; % is scaled to controls: 0 for no effect and ±100 for the full control effect; nearly all actives have a fitted effect of over 60% in size
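Screening of KB-3-1 cells (DMEM, 10% FBS, phenol-red free) ran from lowest to highest compound concentration; after 72 h at 37 °C viability was read luminescently and curves fitted.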
Active calls of the source: *; u = inconclusive; x = not tested or not shown; [ ] = another dose, or the depositor's remark. Unless noted, calls follow the shape of the dose curve; as a rule, active = well fitted curve in the direction sought with a large enough effect; inconclusive = small, poorly fitted or top-dose-only effect, or another doubt; inactive = no such curve, though single readings can be large; an effect the other way counts as inactive or inconclusive.

Start of the data: the first four records, to show the layout:
SMILES	GLP1R cytotox	IL-1B inflam inh	HT1080 IDH1KD tx	KB-V1 MDR tox	SW480 rerep	MCF10A rereplic	HT1080NT lethal	DRD3 agonist	KB-3-1 tox
CCN(CC)C(=O)Oc1ccnc2cc(Cl)ccc12	-18.4%	u	15.7%	-4.3%	-5.2%	-3.3%	4.7%	21.4	2.1%
On1c(-c2ccco2)nc2c1CCc1nonc1-2	2.5%	55.7	17.9%	-0.9%	-7.8%	u	18.7%	-2.2	5.7%
O=c1[nH]c2ccc(N/C(=N/S(=O)(=O)c3ccccc3)c3ccccc3)cc2[nH]1	2.6%	-2.1	0.3%	6.7%	-1.7%	16.7%	8.0%	-14.2	11.5%
Cc1ccc(NC(=O)c2ccc(-n3cccn3)c([N+](=O)[O-])c2)cc1	1.1%	-3.2	-1.0%	23.1µM*	-11.0%	0.6%	-4.2%	-8.3	-2.1%

Results, from the start:
SMILES	GLP1R cytotox	IL-1B inflam inh	HT1080 IDH1KD tx	KB-V1 MDR tox	SW480 rerep	MCF10A rereplic	HT1080NT lethal	DRD3 agonist	KB-3-1 tox
CCN(CC)C(=O)Oc1ccnc2cc(Cl)ccc12	-18.4%	u	15.7%	-4.3%	-5.2%	-3.3%	4.7%	21.4	2.1%
On1c(-c2ccco2)nc2c1CCc1nonc1-2	2.5%	55.7	17.9%	-0.9%	-7.8%	u	18.7%	-2.2	5.7%
O=c1[nH]c2ccc(N/C(=N/S(=O)(=O)c3ccccc3)c3ccccc3)cc2[nH]1	2.6%	-2.1	0.3%	6.7%	-1.7%	16.7%	8.0%	-14.2	11.5%
Cc1ccc(NC(=O)c2ccc(-n3cccn3)c([N+](=O)[O-])c2)cc1	1.1%	-3.2	-1.0%	23.1µM*	-11.0%	0.6%	-4.2%	-8.3	-2.1%
O=C1NC(c2ccccc2)N=C2Oc3ccccc3C=C12 (stereo unspecified)	37.5%[activator]	-53.6*	u	4.11µM*	u	u	u	-6.0	1.3µM*
O=C(CN1C(=O)c2cccc3cccc1c23)Nc1ccccc1Br	7.8%	x	x	33.5%	x	x	x	5.0	1.6%
NNC(=O)c1cc(-c2ccc(N)cc2)nc2ccc(Br)cc12	-3.8%	-20.3	-13.6%	1.2%	1.0%	3.1%	7.9%	-6.5	0.6%
CC(=O)NCc1ccc(C(=O)O)cc1	-1.1%	-8.1	0.0%	0.0%	-1.4%	-11.2%	1.0%	1.5	10.1%
C#CCNc1nc(C)nc2c1nnn2Cc1ccccc1F	-1.9%	10.3	-8.5%	-7.1%	-9.4%	15.5%	-14.8%	0.1	-4.6%
Cc1ccc(OCC(=O)N/N=C\c2cccn2C)c([N+](=O)[O-])c1	-20.0%	-2.0	5.4%	-18.4%	6.5%	0.2%	-11.2%	-7.4	-13.5%
CCc1nn(CC(=O)NCCN(CC)CC)c(=O)c2cc3occc3n12	-3.1%	x	x	u	x	x	x	-14.3	2.9%
COc1cc(C(C)=O)ccc1OCC(O)CN1CCN(S(=O)(=O)c2ccccc2)CC1 (stereo unspecified)	-10.0%	-6.7	0.3%	u	11.3%	9.3%	1.6%	2.9	9.8%
C=CCNC(=O)NC(=O)COn1nnc2ccc(S(=O)(=O)N(C)C)cc21	1.8%	21.9	16.8%	u	0.8%	-1.1%	25.7%	2.1	14.4%
O=C(COC(=O)c1ccc(S(=O)(=O)Nc2ccccc2)cc1)NCc1ccco1	27.1%	16.9	11.3%	10.0%	-3.3%	-0.2%	2.6%	-1.9	1.5%
O=C(Nc1ccccc1Cc1ccccc1)c1ccccc1F	0.0%	-4.0	13.5%	3.2%	-11.7%	10.5%	10.7%	11.6	-5.1%
COc1ccc(CCN2C(=O)NC(NC(=O)C(C)(C)C)(C(F)(F)F)C2=O)cc1OC (stereo unspecified)	-14.4%	11.4	12.1%	24.5%	2.7%	-1.7%	10.9%	-1.8	10.1%
COc1ccc(C(=O)NC2CC2)cc1OC1CCN(Cc2ccc(SC)cc2)CC1	-0.1%	u	-19.7%	-8.7%	20.6%	8.0%	-16.9%	-8.7	2.3%
CC(C)C(=O)Nc1cccc(N2CCN(CCCN3C(=O)C4CCCCN4C3=O)CC2)c1 (stereo unspecified)	-13.6%	17.1	-0.9%	17.5%	0.8%	11.5%	8.2%	-6.2	6.2%
CCCCNC(=O)C1CCCN1C(=O)Nc1ccccc1 (stereo unspecified)	-24.5%	-23.8	2.3%	7.2%	-1.0%	0.9%	2.0%	5.0	3.4%
CC(C)c1ccc(Cn2c(COc3ccccc3)nc3ccccc32)cc1	29.6%	x	x	5.9%	x	x	x	-2.9	2.8%
COc1ccccc1COn1c(=O)c(-c2ccco2)[n+]([O-])c2ccccc21	0.8%	-7.0	6.0%	-2.9%	15.3%	6.0%	5.1%	-0.2	-4.4%
CC[C@]12c3[nH]c4ccc(Cl)cc4c3CCN1C(=O)[C@@H](CC(=O)NCCN1CCOCC1)C[C@@H]2C(=O)N1CCN(C(=O)C2CC2)CC1	-9.7%	1.7	2.5%	10.0%	-1.7%	-1.4%	8.4%	23.2	-2.2%
Cc1ccc(CNC(=O)CCCn2c(=O)c3ccccc3n(CC(=O)NC3CCCC3)c2=O)cc1	10.1%	0.0	1.5%	5.2%	-5.7%	-4.8%	0.0%	3.4	2.7%
COc1ccc(F)cc1S(=O)(=O)Nc1cc2c3c(c1)CCC(=O)N3CCC2	-4.3%	34.7	-0.9%	-11.0%	0.0%	15.7%	0.2%	1.9	-14.1%
Cc1ccc(-n2c(Cc3noc4ccccc34)n[nH]c2=S)cc1	14.4%[0.307 µM]	-1.6	12.0%	1.5%	-1.0%	-1.9%	19.1%	-2.1	-18.9%
COc1ccc(-c2cnc[nH]2)cc1	-2.0%	-13.6	15.6%	-4.8%	-9.1%	-6.5%	21.3%	-9.0	-7.3%
Cc1ccc(C(=O)NNC(=O)COC(=O)COc2ccccc2C#N)cc1	u	18.2	6.0%	-1.0%	2.0%	-14.0%	11.4%	-1.0	-2.0%
O=C1/C(=N\O)Cc2ccccc21	0.6%	-12.7	12.0%	8.7%	-6.7%	-14.7%	6.5%	0.5	6.9%
COc1ccc(NC(=O)CSc2nc(O)c(Cc3ccccc3)c(=O)[nH]2)cc1	-2.8%	3.8	20.7%	-5.0%	-0.9%	6.3%	1.4%	5.1	3.0%
COCCCNC(=O)CSc1nc2ccccc2c(=O)n1CCCC(=O)NCC1CCCO1 (stereo unspecified)	-8.2%	0.0	0.9%	-2.6%	-3.3%	0.9%	0.4%	-4.2	6.8%
COC(=O)Cc1c(C)c2ccc3c(c2oc1=O)CN(Cc1ccccc1OC)CO3	125.5%[activator]	x	x	3.4%	x	x	x	-17.5	3.5%
CCSc1cc(N2CC(C)OC(C)C2)nc(-c2ccccc2Cl)n1 (stereo unspecified)	7.0%	2.8	-1.2%	-24.7%	8.7%	u	-13.4%	-6.4	0.0%
CCOC(=O)c1cnc2c(OC)cccc2c1Oc1ccccc1	-9.5%	27.8	3.9%	-6.9%	-22.1%	0.3%	-3.1%	-1.0	-5.4%
O=C(CN1CCN(Cc2ccccc2)CC1)Nc1ccc(F)c(F)c1	0.7%	-7.8	0.2%	-4.6%	-2.1%	5.0%	-3.1%	-18.4	1.9%
O=C(COC(=O)Cn1cnc2ccccc21)Nc1cccc2c1C(=O)c1ccccc1C2=O	2.7%	-17.2	-9.9%	-18.5%	1.3%	11.5%	-13.2%	12.3	u
O=C(CSc1ncn[nH]1)Nc1ccnc2ccccc12	6.6%	11.0	1.8%	0.0%	-2.8%	2.7%	23.5%	3.1	16.5%
CN1CCN(CC(=O)Nc2ccc(S(=O)(=O)N(C)C)cc2)CC1	3.9%	8.3	16.7%	3.2%	-0.4%	2.3%	17.0%	2.2	3.5%
CSc1cccc(NC(=O)Nc2ccccc2C(N)=O)c1	6.6%	-3.7	-3.3%	-1.6%	-0.7%	2.6%	-5.1%	-0.4	0.3%
COc1ccc(CNC(=O)Nc2ccc(C)c(C)c2)cc1	-20.2%	3.5	6.7%	3.7%	8.0%	5.6%	19.8%	0.5	2.0%
O=[N+]([O-])c1ccc(CN2CCN(Cc3c[nH]c4ccccc34)CC2)cc1	-6.7%	-68.9*	u	-1.5%	9.2%	8.8%	-29.7%	-22.9	-2.1%
CSc1ccccc1NC(=O)CN(C)C(=O)Cc1c[nH]c2ccccc12	-9.4%	-9.4	-3.4%	2.1%	0.6%	2.1%	10.2%	2.1	4.9%
Cn1cc(Br)c(C(=O)n2cc(Br)cn2)n1	13.3%	0.0	1.7%	5.0%	-25.3%	-7.2%	0.4%	3.0	-12.7%
CCCc1cc(=O)oc2c3c(c4c(c12)OC(C)(C)C=C4)OC(C)C(C)C3O (stereo unspecified)	-3.1%	-71.4*	3.66µM*	u	-3.4%	10.3µM*	5.8µM*	6.5	u
COc1cc(NC(=O)c2cc(C3CC3)nc3c2c(C)nn3-c2ccccc2)cc(OC)c1	-7.1%	x	x	u	x	x	x	18.2	2.4%
COc1ccc(-c2nnc(SCC(=O)Nc3cccc(Cl)c3)o2)cc1	-11.5%	-5.5	-29.6%	16.4µM*	2.1%	u	u	8.7	u
CC(C)C1Oc2ccccc2N(CC(=O)N(C)C2CCCCC2)C1=O (stereo unspecified)	3.3%	-73.5*	-0.6%	-17.0%	11.9%	u	-5.4%	-11.9	4.4%
OCC[C@@H]1C[C@@H](O)[C@H](O)[C@@]2(CCCCO2)O1	11.5%	7.2	7.9%	-4.9%	-0.8%	-4.0%	3.3%	9.6	5.1%
COc1ccc(/C=C/C(=O)OCCNC(=O)c2ccncc2)cc1OC	3.0%[7.66 µM]	12.2	-9.9%	-10.5%	2.0%	-1.5%	0.0%	3.1	10.2%

This is a random part of the collection (roughly 11% active in at least one column).
